High-throughput results from PubChem.
Bim-Bcl-B – human Bim-Bcl-B interaction inhibition; Q9HD36; bead-based flow cytometry, Bim peptide-Bcl-B binding; inhibition, % at 10 µM; actives 0.073% (n = 190,000); AID 951;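 note: 0% = tracer peptide without compound and 100% = reference inhibitor peptide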
Target sequence (Q9HD36 whole entry, looked up): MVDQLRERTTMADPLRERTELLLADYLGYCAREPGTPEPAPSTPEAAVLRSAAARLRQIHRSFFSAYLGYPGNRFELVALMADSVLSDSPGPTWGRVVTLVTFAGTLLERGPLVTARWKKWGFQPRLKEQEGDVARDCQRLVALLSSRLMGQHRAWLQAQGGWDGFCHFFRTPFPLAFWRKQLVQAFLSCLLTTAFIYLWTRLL
ABCG2 inh – human ABCG2 inhibition, ABCB1 as counter-screen | Q9UNQ0 | IgMXP3 cells, JC-1 efflux, flow cytometry | inhibition, % at 6.6 µM | actives 0.1% (n = 190,000) | AID 1325;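 active = inhibition above 80%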;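 note: 0% = DMSO and 100% = nicardipine control wells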
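Read-out basis: Efflux inhibition in percent versus controls | Test system: ABCG2 IgMXP3 and barcoded ABCB1 CCRF-Adr cell mix | Quantity: 3 million cells/mL in well | Schedule: 10 min at 25 °C | Control set: Nicardipine as high control, DMSO as low control | Reagent: JC-1 as fluorescent efflux pump substrate | Signal: Flow cytometry of retained JC-1 fluorescence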
Bcl-XL Bim block – inhibitors of Bim-Bcl-XL interaction, human; inhibition, % at 10 µM; Q07817; actives 0.04% (n = 190,000); AID 1007; Bim peptide-Bcl-XL binding, bead flow cytometry, fluorescence
Mcl-1 Bim block – human Bim-Mcl-1 interaction inhibition; Q07820; Bead-based flow cytometry, Bim peptide-Mcl-1 binding; inhibition, % at 10 µM; actives 0.1% (n = 190,000);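 note: 0% = no compound tracer wells and 100% = peptide blocker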
Target sequence (Q07820 whole entry, looked up): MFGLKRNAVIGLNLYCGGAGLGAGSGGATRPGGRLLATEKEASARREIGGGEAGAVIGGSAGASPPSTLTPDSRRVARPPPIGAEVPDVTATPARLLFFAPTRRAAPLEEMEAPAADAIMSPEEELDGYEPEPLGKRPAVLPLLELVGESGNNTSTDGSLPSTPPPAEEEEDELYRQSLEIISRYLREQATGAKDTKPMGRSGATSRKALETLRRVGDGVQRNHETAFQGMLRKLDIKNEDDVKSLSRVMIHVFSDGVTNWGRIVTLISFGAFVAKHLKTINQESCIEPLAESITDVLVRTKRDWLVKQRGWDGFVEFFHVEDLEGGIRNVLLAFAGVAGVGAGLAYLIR
RGS7-Gao reg – modulates binding of RGS7 to human Galphao. P09471. Multiplexed bead flow cytometry; actives lie on both sides. actives 0.35% (n = 220,000). AID 1439. binding response (% of control), % at 10 µM; in the data active = binding response below about 49% or above about 150%; inconclusive = no clear call, values can overlap the other calls; inactive = in between;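 note: fluorescent Galphao held in activated GDP-AlF4 state binding bead-coupled RGS7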
Target sequence (P09471 whole entry, looked up): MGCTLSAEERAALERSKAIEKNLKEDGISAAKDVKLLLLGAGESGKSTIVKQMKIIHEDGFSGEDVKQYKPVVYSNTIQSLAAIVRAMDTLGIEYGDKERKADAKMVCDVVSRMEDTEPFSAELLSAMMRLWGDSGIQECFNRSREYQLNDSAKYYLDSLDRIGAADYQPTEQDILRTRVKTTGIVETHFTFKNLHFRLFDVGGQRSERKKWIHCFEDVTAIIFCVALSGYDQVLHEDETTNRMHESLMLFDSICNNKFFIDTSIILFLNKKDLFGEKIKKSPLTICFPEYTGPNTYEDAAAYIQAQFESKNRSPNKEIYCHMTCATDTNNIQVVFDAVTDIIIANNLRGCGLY
RGS4-Gao reg – human RGS4-Galphao interaction regulation; binding response (% of control), % at 10 µM; P09471; Multiplexed bead flow cytometry, RGS4-Galphao binding; actives lie on both sides; actives 0.33% (n = 220,000); in the data active = binding response below about 49% or above about 150%; inactive = in between;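 note: fluorescent Galphao activated with aluminum fluoride binding bead-coupled RGS4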
Bim-Bcl-W – human Bim-Bcl-W interaction inhibition; bead-based flow cytometry, Bim peptide-Bcl-W binding; inhibition, % at 10 µM; actives 0.02% (n = 190,000); AID 952;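 note: 0% = bound tracer without compound and 100% = peptide blocker; higher means less fluorescent Bim peptide bound to Bcl-W beads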
Bfl-1 Bim block – inhibitors of Bim-Bfl-1 interaction, human. Q16548. Bead-based flow cytometry, Bim-Bfl-1 binding inhibition. inhibition, % at 10 µM. actives 0.12% (n = 190,000). AID 1008;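 note: 0% = wells without compound plus tracer and 100% = blocker peptide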
Bim-Bcl-2 – disrupts Bim peptide binding to human Bcl-2; P10415; Bead-based flow cytometry, Bim peptide-Bcl-2 binding; inhibition, % at 10 µM; actives 0.06% (n = 190,000); in the data active = inhibition above about 40%; inconclusive = no clear call, values can overlap the other calls;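 note: 0% = no compound wells with probe peptide and 100% = reference peptide inhibitor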
ABCB1 block – blocks JC-1 efflux by human ABCB1 transporter; P08183; inhibition, % at 6.6 µM; CCRF-Adr cells, flow cytometry; AID 1326; actives 0.067% (n = 190,000); in the data active = inhibition above about 40%;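 note: 0% = vehicle and 100% = reference inhibitor; higher value means more JC-1 retained so stronger ABCB1 efflux block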
RGS8-Gao – regulators of human RGS8-Galphao interaction; P09471; multiplexed bead flow cytometry, RGS8-Galphao binding; actives lie on both sides; response (percent of control binding), % at 10 µM; actives 0.34% (n = 220,000); AID 1423; in the data active = response below about 60% or above about 140%; inactive = in between;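 note: Galphao activated as the GDP aluminium fluoride complex binding bead-coupled RGS8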
Active calls of the source: *; u = inconclusive; x = not tested or not shown. Cut-off read from the data, not from the text of the source, unless noted: active = inhibition above about 40%.

SMILES	Bim-Bcl-B	ABCG2 inh	Bcl-XL Bim block	Mcl-1 Bim block	RGS7-Gao reg	RGS4-Gao reg	Bim-Bcl-W	Bfl-1 Bim block	Bim-Bcl-2	ABCB1 block	RGS8-Gao
CCc1ccc(N2CSC3=C(C#N)C(c4cccs4)CC(=O)N3C2)cc1 (stereo not drawn)	-34	-3	-12	-12	115	99	-5	17	-5	-0.4	84
CCOc1cccc(NC(=O)/C(C#N)=C\c2cccnc2)c1	10	7	3	34	96	98	0	2	3	1.8	103
CCCCCCCCNC(=S)NCCN1CCCCC1	-3	2	-2	25	101	101	-6	-4	-1	0.5	106
OCCN1CCN(C(=S)Nc2ccc(Oc3ccccc3)cc2)CC1	0	4	-5	8	93	105	-4	0	0	0.7	100
Cn1c(=O)c2cc(S(=O)(=O)N3CCN(c4cccc(C(F)(F)F)c4)CC3)ccc2n(C)c1=O	-5	20	0	2	102	104	0	-12	-3	3.4	101
Cc1cc(=O)n2nc(N3CCCC(C(=O)NCCc4ccccc4)C3)sc2n1 (stereo not drawn)	-6	3	0	-4	102	97	-4	0	-3	0.3	97
O=C(/C=C/c1ccccc1)n1cnnc1SC/C=C/c1ccccc1	-13	3	-10	-9	98	104	-4	-3	0	0.5	100
O=C(c1ccccc1)n1ccc2ccccc21	-3	6	-5	-4	102	101	-3	-1	-1	1.2	102
COc1ccc(OCC(=O)Nc2ccc(S(=O)(=O)N3CCOCC3)cc2)cc1	0	2	0	0	102	102	-1	0	3	0.1	99
Oc1ccccc1-c1cc(C(F)(F)F)nc(-c2ccccc2)n1	-2	8	-4	-1	u	100	-5	-3	-4	0.0	101
CCCN1CCC(N2CCCC(C(=O)O)C2)CC1 (stereo not drawn)	-7	16	-1	-1	103	100	-2	-2	-4	-0.7	102
O=C(CSc1n[nH]c(=O)n1C1CC1)NCc1ccccc1Cl	0	1	1	0	u	109	1	-5	0	0.1	104
O=C(O)CCCCCCNC(=O)c1cncc(O)c1	0	0	0	2	98	100	2	-2	0	0.0	101
Cc1ccc(SCC(=O)NCCCN2CCOCC2)cc1	-6	3	-7	-3	106	106	-1	-11	-10	0.2	97
c1ccc2oc(SCc3nc4ccccc4s3)nc2c1	-5	-1	-4	-4	100	99	-2	-1	-4	-0.2	101
COc1cccc(OC)c1OCCCOc1c(OC)cccc1OC	-7	4	-2	0	98	95	0	-13	-7	0.2	96
CC(=N[C@@H]1CCCC[C@H]1N=C(C)c1ccccc1O)c1ccccc1O	0	6	-5	-2	103	103	-1	0	3	0.7	101
CCNC(=S)N1CCN(c2ncccn2)CC1	-10	0	-4	-2	103	97	-3	0	0	0.0	105
Cc1ccc(C(=O)Nc2ccc(-c3csc(C)n3)cc2)cc1	0	0	0	-3	100	99	-3	2	-1	-0.1	100
O=C(CN1CCOCC1)Nc1ncc(Cc2ccccc2Cl)s1	-3	0	-3	-2	106	103	-1	-3	-1	0.1	111
CC1CN(C2=Nc3cccc4cccc2c34)CC(C)O1 (stereo not drawn)	1	0	-1	0	u	100	-4	2	1	-0.2	101
CC(C)(C)NCc1cccn1-c1sc2c(c1C#N)CCCC2	0	2	0	-3	102	101	0	2	0	0.9	101
CCOc1ccc(Cc2onc3c2C(=O)CCC3)cc1OCC	-10	4	-3	-2	106	106	-4	-8	0	1.5	109
N#CC1(c2ccccc2)CCCN1C(=O)c1ccccc1Cl (stereo not drawn)	-7	1	-1	0	95	96	1	-10	-9	0.3	99

Continued; the last 3 above are carried over.
SMILES	Bim-Bcl-B	ABCG2 inh	Bcl-XL Bim block	Mcl-1 Bim block	RGS7-Gao reg	RGS4-Gao reg	Bim-Bcl-W	Bfl-1 Bim block	Bim-Bcl-2	ABCB1 block	RGS8-Gao
CC(C)(C)NCc1cccn1-c1sc2c(c1C#N)CCCC2	0	2	0	-3	102	101	0	2	0	0.9	101
CCOc1ccc(Cc2onc3c2C(=O)CCC3)cc1OCC	-10	4	-3	-2	106	106	-4	-8	0	1.5	109
N#CC1(c2ccccc2)CCCN1C(=O)c1ccccc1Cl (stereo not drawn)	-7	1	-1	0	95	96	1	-10	-9	0.3	99
Cn1nnc(NC(=O)CSc2ccc(Cl)cc2)n1	-5	3	-5	0	105	99	0	-14	-8	0.9	99
CC(=O)Nc1ccc(S(=O)(=O)NNC(=O)c2ccc(C)cc2)cc1	-9	19	-3	-2	100	89	-1	-14	-9	0.4	94
COc1ccc(C(=O)c2ccc(Cl)cc2)cc1	-5	3	-5	-2	98	99	-3	-2	-5	1.1	99
COc1cccc(-c2nc(CC(=O)O)cs2)c1OC	1	-1	0	0	100	101	0	0	0	0.0	104
COc1ccc(C2CC(c3c(-c4ccccc4)c4cc(Cl)ccc4[nH]c3=O)=NN2C(=O)CCC(=O)O)cc1 (stereo not drawn)	-2	0	-6	-3	94	94	1	-15	-5	0.6	96
Cc1nc(N2CCN(S(=O)(=O)c3ccccc3)CC2)c2c3c(sc2n1)CC(C)CC3 (stereo not drawn)	-9	4	0	-2	87	92	0	-11	-13	2.6	94
CCSc1nc2ccccc2n1CC(N)=O	-7	-5	-4	-7	98	101	-7	-3	-9	0.1	103
COc1ccc(Br)cc1S(=O)(=O)NNC(=O)c1c(C)nc2ccccn12	-2	0	-3	0	91	95	-3	-5	-2	-0.1	97
CC(CN(C)Cc1ccccc1)OC(=O)c1ccccc1F (stereo not drawn)	-6	32	-2	-2	98	104	-2	-14	-27	1.2	101
CCCCN(C)C(=O)C1CCN(Cc2ccccn2)CC1	-2	0	-4	-2	105	96	-2	0	0	0.1	98
c1coc(CNC2CCCCC2)c1	-5	10	-7	-5	95	96	-5	0	-3	2.5	93
Cc1nc2ccc(S(=O)(=O)NC(CC(C)C)C(=O)O)cc2s1 (stereo not drawn)	2	-5	0	1	108	100	0	-2	1	-6.2	97
COc1ccc(/C=C/C(=O)Nc2nonc2NC(C)=O)cc1	-7	28	-8	-8	102	102	-7	-4	-6	0.1	100
NC(=O)C(CC(=O)O)NC(=O)[C@@H]1CCOc2c(I)cc([N+](=O)[O-])cc2C(=O)N[C@@H](CO)C(=O)N[C@@H](Cc2ccc(O)cc2)C(=O)N1 (stereo partly drawn)	0	-1	-2	0	100	101	-2	0	-1	0.0	99
CCOC(=O)c1c(NC(=S)NCCc2ccccc2)sc2c1CC(C(C)C)OC2 (stereo not drawn)	-13	-1	-13	-11	96	99	-13	-11	-10	-0.4	100
Cc1ccc(C(=O)NCC(=O)OCC(=O)NCCc2ccccc2)s1	-2	3	2	3	97	99	1	-3	4	0.3	99
O=C(O)c1ccc(NS(=O)(=O)/C=C/c2ccccc2)cc1	-9	-2	-5	-1	107	106	-3	-12	-6	-0.8	102
CCCn1nnnc1NC(=O)COc1ccc(Br)cc1	-1	4	-2	0	96	99	-1	-4	-5	0.5	101
O=C(Nc1cccc(S(=O)(=O)N2CCCCC2)c1)c1ccccn1	-2	3	-3	0	96	101	1	-4	0	0.6	101
O=C(CC1Nc2cccc3cccc(c23)NC1=O)Nc1ccccc1 (stereo not drawn)	-5	-7	-8	-4	95	99	-1	0	-1	0.2	95
COc1ccc(Cn2nnnc2CN2CCc3ccccc32)cc1	-3	3	1	2	100	106	5	-10	-6	0.7	102
CCCc1nc2oc3c(=O)[nH]cnc3c2c2c1CCCC2	7	25	7	10	96	105	7	3	3	0.7	102
CC(C)c1ccc(NC(=O)C(c2ccc3c(c2)OCO3)N2CCC3(CC2)OCCO3)cc1 (stereo not drawn)	-9	12	-9	-5	100	99	-1	-21	-9	2.1	99
NC(N)=NS(=O)(=O)c1ccc(N)cc1	-6	0	-4	-1	102	101	0	-1	0	-0.2	104
O=C(c1cccs1)N1CCN(C/C=C/c2ccccc2)CC1	-6	1	-3	0	101	103	0	-8	-7	0.0	102
O=S1(=O)CCN2C(c3ccco3)=CSC2=N1	-6	0	-2	0	102	100	0	-14	-9	0.0	101
O=C(NC1CCCCC1)C(c1ccccc1)N(Cc1ccco1)C(=O)Cn1cnc2ccccc21 (stereo not drawn)	-5	2	-4	-4	100	100	-2	-4	-2	0.9	97
O=C(NCCC1=CCCCC1)c1ccc(F)cc1	-9	11	-7	-7	100	103	-3	-5	-5	0.4	104
CCN(C(=O)Cn1nc(C(=O)O)c2ccccc2c1=O)C1CCCCC1	-2	5	0	-2	u	101	2	-3	-1	1.0	101
COc1cc(NC(=O)CSc2nc(C)cs2)cc(OC)c1	-4	11	-2	0	95	100	0	-9	-7	0.8	100
Cc1ccccc1NC(=S)N(Cc1ccco1)C(C)c1cccs1 (stereo not drawn)	-6	8	-3	1	104	103	0	-4	1	0.9	103
Clc1ccccc1CSc1nnc(-c2ccncc2)o1	-2	2	-4	-5	103	102	-4	0	-1	0.5	101
Cc1cccc(NC(=S)Nc2ccc(Cl)c(Cl)c2)c1	-4	-2	0	-1	92	99	0	-2	1	-0.8	99
O=c1c2ccccc2nnn1Cc1ccc2ccccc2c1	0	3	2	3	96	97	1	-4	4	0.7	102
CCOC(=O)c1c(-c2cccs2)csc1NC(=O)CN1CCOCC1	-6	5	-15	0	94	95	1	-14	-9	1.2	94
O=C(N/N=C/c1ccc(OC(F)F)cc1)c1cccc(S(=O)(=O)N2CCOCC2)c1	-3	1	-1	-3	102	103	-3	-5	-2	0.0	102
COc1ccc2c(c1)CCc1c(C(=O)Nc3ccc(OC)c(OC)c3)noc1-2	-7	8	-8	-10	100	100	0	-11	-5	1.5	100
COc1cc(/C=N/NC(=O)C(Cc2c[nH]c3ccccc23)NC(=O)OCC(C)C)cc([N+](=O)[O-])c1O (stereo not drawn)	-3	-4	-4	-2	99	105	-1	-11	-4	-0.7	106
COc1ccc(CCNC(=O)c2cccnc2)cc1OC	-7	5	3	-2	99	98	2	-14	-9	-0.7	102
CC1=NNC(=O)/C1=C\c1cn(-c2ccccc2)nc1-c1ccc(Cl)cc1	-1	8	0	-5	92	90	0	-1	2	0.0	93
Cc1ccc(-c2nnc(N(C)C(=O)c3cccnc3)s2)cc1	1	4	0	1	115	115	1	1	0	0.7	107
COc1ccc2c(C)cc(SCC#N)nc2c1	x	2	x	x	101	105	x	x	u	0.4	100
CCn1c(SCC(=O)Nc2sc(C)c(C)c2C#N)nnc1C(C)C	1	3	0	-2	101	100	3	2	4	0.8	102
O=c1[nH]nc(Cc2ccc(-c3cccc(Cl)c3)o2)c2ccccc12	-4	3	-4	0	99	99	0	-13	-4	0.6	101
Cc1cc(C)c(S(C)(=O)=O)c(Oc2ccccc2C)n1	-1	3	-3	-8	100	101	-1	-1	-5	0.6	106
CSc1ccc(C(=O)C2CCCN(S(=O)(=O)c3c(C)noc3C)C2)cc1 (stereo not drawn)	-6	1	-5	-3	100	102	-5	-7	-1	0.6	104
O=C(CN1CCCCCC1)Nc1ccc(F)c(F)c1F	-1	3	-1	-4	100	100	-5	-4	-2	1.0	99
C=CCSc1nnc(NC(=O)c2nc(SCC)ncc2Cl)s1	-10	31	-7	-4	102	102	0	-18	-7	2.2	97

Hits appear at their usual frequency. About 0.94% of those tested had a hit in this group.
